P. falciparum M17LAP: P. falciparum M17LAP inhibitors, primary screen, biochemical, fluorogenic H-Leu-NHMec substrate, 1536-well (AID 1619). Leucine aminopeptidase (Plasmodium falciparum (isolate 3D7)). recombinant M17LAP, H-Leu-NHMec fluorogenic kinetic assay; higher % means a stronger effect. inhibition, % at 30 µM, or IC50 in µM where a hit was titrated. 220,000 compounds, 0.38% hits;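 active = compound inhibiting the enzyme by more than half at any dose during confirmatory dose-response retesting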;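 note: plate controls were full reaction with DMSO carrier for no effect and no enzyme background for full effect; strong numbers were not always called active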
TNAP activation fold: human TNAP enzyme activators, primary screen, biochemical, luminescent, no phosphate acceptor, uHTS (AID 1001) | activation fold at 20 µM; hits with a dose series show EC50 in µM | Alkaline phosphatase, tissue-nonspecific isozyme (Homo sapiens) | 200,000 compounds, 0.03% hits | purified TNAP, luminescent activation assay, no phosphate acceptor; higher activation fold means a stronger effect; in the data active = activation fold from about 3, or a potency from the dose series; inactive = the rest, 99 in 100 with activation fold below about 1.6; note: many of its hits are not listed in these tables
XIAP displacement: XIAP antagonists, biochemical, IAP family, fluorescence polarization (AID 1018) | E3 ubiquitin-protein ligase XIAP (Homo sapiens) | XIAP BIR domain, fluorescence polarization peptide displacement; higher % means a stronger effect | one-dose displacement, % at 20 µM; IC50 in µM for titrated hits | 200,000 compounds, 0.007% hits; in the data active = displacement above about 50%; note: a part of the inactive calls stands beside numbers as strong as those of hits
PMI inhibitors: inhibitors of human PMI, primary screen, biochemical, fluorescence intensity, coupled assay (AID 1209). purified PMI enzyme, coupled fluorescence intensity; higher % means a stronger effect. inhibition, % at 20 µM; hits with a dose series show IC50 in µM. 190,000 compounds, 0.42% hits;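 note: plate controls were DMSO vehicle for no effect and wells lacking substrate for full effect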
WT yeast gro inh: growth inhibition of WT strain, primary screen, mitochondrial fusion inhibitor project, WT and mutant strains, chemical genetic; mitochondrial fusion phenotypic screen; inhibition, % at 10 µM; 190,000 compounds, 2.1% hits; AID 1362, 2008; in the data active = inhibition above about 58%; tested in S. cerevisiae
PMI inhibition: human PMI inhibitors, high substrate, primary screen, biochemical, fluorescence intensity, high mannose 6-phosphate (AID 1220) | 190,000 compounds, 0.66% hits | recombinant PMI enzyme, coupled fluorescence intensity; higher % means a stronger effect | Mannose-6-phosphate isomerase (Homo sapiens) | one-dose inhibition, % at 20 µM; IC50 in µM for titrated hits
LYP inhibition: inhibitors of LYP phosphatase, biochemical, fluorescence intensity, uHTS (AID 1779) | Tyrosine-protein phosphatase non-receptor type 22 (Homo sapiens) | recombinant LYP phosphatase, fluorescence intensity; higher % means a stronger effect | inhibition, % at 11.5 µM; hits with a dose series show IC50 in µM | 290,000 compounds, 0.054% hits;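 note: plate controls were vehicle with enzyme for no effect and no enzyme for full effect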
M1AAP inhibition: P. falciparum M1AAP inhibitors, biochemical, fluorogenic H-Leu-NHMec substrate, 1536-well (AID 1445); Aminopeptidase N (Plasmodium falciparum (isolate 3D7)); recombinant M1AAP, H-Leu-NHMec fluorogenic kinetic assay; higher % means a stronger effect; inhibition, % at 30 µM, or IC50 in µM where a hit was titrated; 220,000 compounds, 0.42% hits;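 active = primary inhibition above the hit cutoff, then over 50% inhibition at one or more dose response concentrations, cut at about 23% in these data, passing the limit was not always enough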;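 note: plate controls were DMSO full reaction for no effect and no enzyme background for full effect; strong numbers were not always called active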
Yfh1-off respiration: enhancers of respiration in Yfh1-depleted yeast, dose response, Friedreich's ataxia, plus single-dose screen (AID 1465); fold induction at 50 µM; hits with a dose series show EC50 in µM; 220,000 compounds, 0.074% hits; S. cerevisiae Yfh1-off respiration, WST-1 reduction, 72 h; higher fold induction means a stronger effect;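 active = fold induction of absorbance versus untreated yeast above a set limit, then at least 30% activation at any dose in follow-up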;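 note: activators that raise dye reduction in frataxin-depleted yeast; strong numbers were not always called active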
WT yeast gro inh mutant strain: also measured in WT yeast gro inh; calls as there; inhibition, %; mitochondrial fusion phenotypic screen, mutant strain inhibition
The depositor's hits bear a star; i = inactive; / = no result given. Cut-off read from the data, not from the text of the source, unless noted: active = inhibition above about 50%; inactive = the rest.

SMILES	P. falciparum M17LAP	TNAP activation fold	XIAP displacement	PMI inhibitors	WT yeast gro inh	WT yeast gro inh mutant strain	PMI inhibition	LYP inhibition	M1AAP inhibition	Yfh1-off respiration
Cc1ccc(OCC(=O)N/N=C\c2ccc(O)c([N+](=O)[O-])c2)c([N+](=O)[O-])c1	19.7%	0.9	-8.5%	-9.8%	2.9	6.1	-2.9%	0.3%	13.2%	i
Cc1ccccc1Cn1nc(C)c(NC(=O)c2nc3n(n2)C(C(F)F)CC(C)N3)c1C (stereo not given)	-9.4%	1.1	-4.2%	9.8%	-8.1	-9.7	1.4%	-1.6%	3.3%	i
O=C(O)C1CCc2sc3[nH]c(=S)n(-c4ccccc4)c(=O)c3c21 (stereo not given)	13.2%	/	/	/	/	/	/	-1.8%	4.4%	i
Cc1cc(C)n2cc(CSc3ncccc3C(=O)O)nc2n1	36.8%	1.1	-3.8%	-9.1%	-0.3	-8.5	-8.3%	-8.4%	6.8%	i
O=C(Nc1ccc(Cl)cn1)C1CCCN1S(=O)(=O)c1ccccc1 (stereo not given)	12.6%	1.1	-10.0%	10.0%	-3.2	-17.2	1.1%	-2.1%	7.9%	i
Cc1cnc(NC(=O)CSc2nnc(N)s2)s1	27.8%	1.1	-0.7%	14.9%	-16.3	15.7	13.5%	-4.5%	5.0%	i
COc1ccc(-c2nc3n(n2)C(c2cccnc2)C(C(N)=O)=C(C)N3)cc1 (stereo not given)	16.6%	/	/	/	9.4	13.0	/	/	1.8%	i
CCN(CC)S(=O)(=O)c1cccc(NC(=O)COC(=O)/C=C/c2ccco2)c1	8.3%	1.1	-6.2%	-11.3%	6.1	13.7	-14.5%	-2.6%	3.6%	i
COc1ccc(-c2noc(CCC(=O)Nc3nc4ccccc4s3)n2)cc1	-7.4%	1.1	-4.4%	12.8%	6.7	-10.5	4.9%	-11.2%	4.4%	i
COC(=O)c1sc(NC(=S)NC(=O)c2cccc(C)c2)nc1C	-0.2%	1	-2.1%	-2.6%	2.2	-13.1	-10.2%	-11.6%	1.3%	i
Cc1onc(-c2ccccc2Cl)c1-c1nc(-c2ccncc2)no1	11.4%	1	-3.4%	13.7%	/	/	10.9%	0.7%	-3.2%	i
O=C(CN1C(=O)S/C(=C/c2cccs2)C1=O)N1CCOCC1	2.5%	1.1	-6.2%	1.7%	-10.0	-2.7	-0.8%	-0.3%	5.3%	i
Nc1cccc(-c2cc3ccccc3oc2=O)c1	11.9%	1.1	-1.8%	3.8%	-20.8	10.4	7.3%	3.9%	13.0%	i
O=C(CSCCO)Nc1ccc(C23CC4CC(CC(C4)C2)C3)cc1	-14.2%	1.1	-0.6%	-3.9%	-10.5	3.2	-5.0%	-7.4%	-1.6%	i
COc1ccccc1N1CCN(C(=O)c2c(-c3c(Cl)cccc3Cl)noc2C)CC1	2.9%	1	-1.9%	6.4%	-42.5	1.6	9.9%	-2.5%	2.7%	i
CN(C)c1ccc(CN(C)C2CCCCC2)cc1	-0.2%	1.2	-3.6%	-7.9%	-8.1	-10.8	-10.8%	-4.7%	5.7%	i
O=C(CCN1CCC(c2ccc(Cl)s2)=N1)c1ccc(Cl)s1	3.3%	/	/	/	/	/	/	0.8%	6.1%	i
OCCC1CN(CC(c2ccccc2)c2ccccc2)CCN1C1CCCC1 (stereo not given)	0.8%	1.1	-4.2%	0.5%	-1.1	7.3	31.0%	3.3%	10.3%	i
Cc1ccc(C(=O)c2sc3nc4c(cc3c2N)CCC4)cc1	1.7%	1.1	0.7%	4.7%	10.0	21.2	34.0%	-10.2%	1.6%	i
Cc1cc(=O)[nH]c(N/N=C2/CCCC/C2=C\c2ccccc2)n1	-0.2%	/	/	/	/	/	/	-1.2%	-12.3%	i

Quoted at random: 2 compounds from above, in no set order.
SMILES	P. falciparum M17LAP	TNAP activation fold	XIAP displacement	PMI inhibitors	WT yeast gro inh	WT yeast gro inh mutant strain	PMI inhibition	LYP inhibition	M1AAP inhibition	Yfh1-off respiration
Cc1ccccc1Cn1nc(C)c(NC(=O)c2nc3n(n2)C(C(F)F)CC(C)N3)c1C (stereo not given)	-9.4%	1.1	-4.2%	9.8%	-8.1	-9.7	1.4%	-1.6%	3.3%	i
COc1ccc(-c2noc(CCC(=O)Nc3nc4ccccc4s3)n2)cc1	-7.4%	1.1	-4.4%	12.8%	6.7	-10.5	4.9%	-11.2%	4.4%	i

Further compounds.
SMILES	P. falciparum M17LAP	TNAP activation fold	XIAP displacement	PMI inhibitors	WT yeast gro inh	WT yeast gro inh mutant strain	PMI inhibition	LYP inhibition	M1AAP inhibition	Yfh1-off respiration
CCOc1cc(CNc2ccc(Br)cc2)cc(Br)c1OCC(=O)NC(C)(C)C	-2.3%	1.1	-5.8%	14.4%	26.8	-4.7	8.4%	6.6%	-3.8%	i
Cc1ccc(C2CCN(C(=S)NC(C)(C)C)C2)cc1 (stereo not given)	-2.0%	1.1	-1.1%	4.3%	36.5	25.4	-0.3%	3.1%	0.9%	i
Cc1c(C(=O)N(C)C)sc2nc(-c3ccccn3)[nH]c(=O)c12	-186.8%	/	-4.0%	18.2%	4.9	4.6	13.7%	-1.4%	0.5%	i
Cc1ccccc1OCc1nc(-c2ccc(Br)o2)no1	-2.9%	1.2	-2.2%	6.8%	-2.4	0.2	3.0%	-5.4%	18.7%	i
O=C(CCS(=O)(=O)c1cccc2nonc12)N1CCN(c2ccc(F)cc2)CC1	-8.5%	1	-3.5%	2.4%	8.4	1.8	-0.5%	3.3%	1.9%	i
COC(=O)CCc1nc2c(C#N)c(-c3ccc(Cl)cc3)ccn2n1	7.2%	1	0.4%	0.7%	-3.2	-45.0	-1.1%	-2.7%	0.9%	i
Cc1ccc(-c2noc(C3CCN(C(=O)Nc4ccc(C#N)cc4)CC3)n2)o1	2.7%	1.1	-3.5%	7.2%	-17.2	-21.2	11.1%	-11.1%	3.0%	i
O=C1CCC(N2C(=O)c3ccccc3C2=O)C(=O)N1 (stereo not given)	5.8%	1	-7.6%	-20.4%	-8.9	-10.0	-6.3%	-9.5%	7.0%	i
N#C/C(=C\c1ccco1)C(=O)Nc1cccc2ncccc12	10.1%	1	93.2%	-4.0%	-5.5	10.2	-10.8%	-4.5%	7.3%	i
CCC(C)NC(=O)C1CCN(S(=O)(=O)N2CCC3(CC2)OCCO3)CC1 (stereo not given)	-1.5%	0.9	-6.7%	-3.6%	8.8	-2.3	0.7%	-9.2%	-4.8%	i
O=C(N/N=C/C(Br)=C/c1ccccc1)c1cc(-c2ccco2)[nH]n1	2.2%	1.4	-2.7%	-3.6%	39.8	1.4	1.9%	1.2%	14.1%	i
O=C(c1cc(-c2ccncc2)nc2ccc(Cl)cc12)N1CCN(Cc2ccc3c(c2)OCO3)CC1	5.1%	1	-5.3%	-17.2%	16.6	3.2	-4.6%	2.0%	14.2%	i
O=C(c1ccc2c(=O)n3c(nc2c1)CCCCC3)N1CCN(Cc2ccccc2)CC1	1.4%	1	-4.6%	-7.4%	-1.5	1.9	-9.1%	-6.3%	0.1%	i
CCN(c1ccccc1)S(=O)(=O)c1ccc(OC)c(OC)c1	-3.1%	1	-2.2%	12.3%	-9.9	-2.8	12.2%	1.1%	6.2%	i
CCCCC(=O)NCc1ccc2c(c1)cc(C)n2C	14.8%	1.1	-4.8%	10.3%	4.3	0.1	22.2%	-3.8%	15.7%	i
O=C(/C=C/Nc1ccc(S(=O)(=O)Nc2ncccn2)cc1)c1ccc2ccccc2c1	-4.0%	/	/	/	/	/	/	-7.7%	5.2%	i
Cc1ccc(NC(=O)c2ccccc2-c2cc(C)no2)cc1	-0.8%	0.8	-5.8%	-6.1%	-7.8	-8.3	-7.3%	5.0%	4.7%	i
COc1ccccc1N(CC(=O)NC(C)(C)C)C(=O)c1ccc(Cl)nc1	-15.7%	1.1	-5.3%	0.5%	8.5	12.2	-0.7%	-4.3%	-5.1%	i
Cc1ccc(S(=O)(=O)NNC(=S)Nc2c(Cl)cccc2Cl)cc1	-11.0%	/	/	/	/	/	/	-12.6%	-3.7%	i
Cc1cc(-c2cccs2)c(C#N)c(=S)[nH]1	5.7%	/	/	/	/	/	/	-6.9%	0.0%	i
COc1cc(C2C(C(=O)c3cccs3)=C(O)C(=O)N2Cc2ccco2)cc(OC)c1OC (stereo not given)	30.8%	1	-3.7%	-1.3%	6.0	-9.2	15.2%	0.3%	5.2%	/
O=C(CCC(=O)OCC(=O)c1ccc([N+](=O)[O-])cc1)NC1CCCCC1	-0.5%	1	-3.3%	-6.6%	-16.3	15.7	-4.4%	-9.2%	4.3%	i
C=CCn1c(-c2ccc(=O)n(Cc3ccccc3)c2)n[nH]c1=S	-2.4%	1	-3.9%	-1.3%	-0.6	5.0	3.2%	-8.5%	-0.4%	i
COCC(=O)N(C)C1(c2nnnn2CCOC(=O)Nc2ccc(Cl)cc2)CCCC1	7.2%	1.1	-4.4%	5.9%	0.6	-14.5	4.0%	-10.4%	-4.9%	i
O=C(Nc1c(C(=O)C2CC2)oc2ccccc12)c1ccc(Cl)cc1	2.6%	1.1	-10.3%	5.4%	8.2	12.3	-0.9%	-5.0%	13.4%	i
COc1ccc(-c2cc(CNS(=O)(=O)c3ccccc3)on2)cc1	3.5%	1.2	-6.7%	-4.4%	7.4	-21.1	-4.0%	-5.6%	-0.6%	i
Cn1c(N)c(C(=O)COC(=O)C2(c3ccc(Cl)cc3)CCCC2)c(=O)n(C)c1=O	9.8%	1	-0.6%	16.4%	6.3	-5.6	10.6%	-1.8%	5.2%	i
CCOc1cc(C=O)cc(Br)c1OCC(N)=O	5.4%	1.1	-5.3%	-6.8%	-8.8	-8.1	-7.0%	-10.1%	4.3%	i
COc1cccc(S(=O)(=O)N2CCOCC2)c1	-3.0%	1.1	-4.1%	1.2%	7.4	17.5	2.1%	-5.0%	7.6%	i
CC(C)(C#CCN1CCCC1)OCCC#N	8.2%	1.1	-0.8%	-7.9%	-2.1	13.8	-5.4%	1.5%	-4.2%	i
N#CC(C(=O)NC1CC1)c1nc2ccccc2nc1N1CCN(C/C=C/c2ccccc2)CC1 (stereo not given)	-1.6%	1	-3.5%	24.2%	25.7	13.6	27.3%	2.8%	6.4%	i
NC(=O)CSc1nc2scc(-c3ccc(Cl)cc3)c2c(=O)n1Cc1ccccc1	-11.6%	1.2	-3.2%	12.9%	2.1	6.0	6.2%	0.0%	1.4%	i
CCSc1nnc(-c2ccncc2)n1Cc1ccccc1	-0.1%	1.1	-3.2%	-2.9%	-10.8	-8.8	-10.5%	0.7%	-0.9%	i
O=C(NC1CC2CCC(C1)N2Cc1nnnn1Cc1ccco1)NC12CC3CC(CC(C3)C1)C2 (stereo not given)	5.0%	1.8	-0.2%	12.0%	-8.4	-13.4	10.3%	-2.0%	1.0%	i
Brc1c(CSc2nncc3ccccc23)nc2ccccn12	-0.8%	1.1	-4.4%	1.8%	9.4	24.6	3.6%	-6.9%	0.3%	i
Cc1ccc(OCc2nnc(NC(=O)OCC(C)C)s2)c(C)c1	-1.1%	1.1	-7.3%	-1.6%	1.8	10.4	-2.0%	-3.3%	-2.0%	/

High-throughput results (PubChem BioAssay)
